esBAF inh – Bmi1 luciferase reporter increase in mESCs, primary screen, esBAF inhibitor project, mouse ES cells, Bmi1 luciferase knock-in, single point | hit rate 2% among 350,000 | 24 h; 100% = twice the neutral-well signal | reporter increase, % at 12.5 µM; in the data active = activation above about 40%;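 note: 0% = median of the plate's neutral control wells and 100% = double that signal; a rise in the Bmi1 reporter signal indicates esBAF inhibition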
ARNT-TACC3 inh – disruptors of ARNT/TACC3 protein interaction, primary screen, biochemical, AlphaScreen, single concentration | inhibition, % at 9.99 µM | AlphaScreen His-ARNT PAS-B/GST-TACC3 binding, luminescence; TACC3 fragment carries E629A point mutation | hit rate 0.66% among 390,000 | Transforming acidic coiled-coil-containing protein 3 (Homo sapiens), Q9Y6A5;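 active = mean inhibition of replicates at least 50% and at least half of replicates each reaching 50%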;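 note: 0% = complete ARNT plus TACC3 wells and 100% = ARNT alone without TACC3; many hits fall short of the cut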
RAD54 inh – inhibitors of human RAD54 branch migration, primary screen, biochemical, fluorescence, single point | RAD54 Holliday junction branch migration, FAM/BHQ fluorescence | inhibition, % at 10.4 µM | hit rate 0.14% among 360,000;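 active = mean normalized replicate activity at least 40 and at least half of replicates scoring 40 or more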;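 note: 0% = median of neutral control wells and 100% = median of positive control wells; inhibitors cause a drop in the FAM fluorescence signal; in these data hits start at about 50%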
Target sequence (Q92698 whole entry, looked up): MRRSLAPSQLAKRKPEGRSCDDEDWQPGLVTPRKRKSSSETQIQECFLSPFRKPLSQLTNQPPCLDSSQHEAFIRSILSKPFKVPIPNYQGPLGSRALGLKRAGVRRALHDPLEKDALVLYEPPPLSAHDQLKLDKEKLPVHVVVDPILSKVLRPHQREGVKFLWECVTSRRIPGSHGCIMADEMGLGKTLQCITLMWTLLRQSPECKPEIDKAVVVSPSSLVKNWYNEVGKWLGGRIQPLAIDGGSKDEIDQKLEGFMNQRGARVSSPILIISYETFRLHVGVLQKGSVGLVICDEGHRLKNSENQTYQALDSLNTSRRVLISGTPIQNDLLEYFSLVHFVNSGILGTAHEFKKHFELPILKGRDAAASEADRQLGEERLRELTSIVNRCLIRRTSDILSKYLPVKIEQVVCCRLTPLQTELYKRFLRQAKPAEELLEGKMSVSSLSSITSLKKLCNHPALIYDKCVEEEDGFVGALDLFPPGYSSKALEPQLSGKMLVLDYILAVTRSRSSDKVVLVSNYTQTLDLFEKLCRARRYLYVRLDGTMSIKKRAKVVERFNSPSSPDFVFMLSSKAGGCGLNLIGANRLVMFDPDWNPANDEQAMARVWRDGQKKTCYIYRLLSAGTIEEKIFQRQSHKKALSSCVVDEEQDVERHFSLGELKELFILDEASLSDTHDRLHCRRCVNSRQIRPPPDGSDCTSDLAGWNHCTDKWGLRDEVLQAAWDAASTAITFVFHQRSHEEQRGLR
* = called active by the depositor.

Structure	ARNT-TACC3 inh	esBAF inh	RAD54 inh
COc1nn(CC(=O)N2N=C(C(F)F)CC2(O)C(F)F)cc1[N+](=O)[O-] (stereo unspecified)	1.2	-3.0	1.9
COC(=O)c1[nH]c2cc(OC)ccc2c1NC(=O)CCN1CCN(c2cccc(C)c2C)CC1	2.1	-6.0	1.1
COc1ccccc1N1CCN(C2CCN(S(=O)(=O)c3ccc4ccccc4c3)CC2)CC1	2.8	-13.7	-6.8
COc1ccc(-c2cn3c(C)c(C(=O)NC(C)C)sc3n2)cc1	2.6	21.1	5.8
CN(Cc1ccccc1)C(=O)NC1CCCCC1	-11.6	13.9	12.1
CCCC(c1nnnn1Cc1ccc(OC)cc1)N1CCC(C(N)=O)CC1 (stereo unspecified)	-9.9	-0.2	-0.1
NCCOc1ccccc1-c1ccccc1	27.9	-10.8	-5.9
OC1CN=C2CCCc3c2n(c2ccc(Cl)cc32)C1 (stereo unspecified)	0.1	-0.7	-2.3
Clc1ccc(CSc2cc3c(nn2)-c2ccccc2CC3)cc1	-5.8	52.3*	2.0
CC(C)OCCCNC(=O)Cn1ncc2c(=O)oc3ccccc3c21	-0.7	-7.2	4.6
CC(C)(C)c1nc(CN2CCCCC2)cc(CN2CCCCC2)c1O	16.2	-1.8	-7.3
O=c1ccc(NS(=O)(=O)c2ccccc2)cn1Cc1ccc(Cl)c(Cl)c1	-13.7	13.5	-18.8
CC1(C)C(/C=C/C=C/C=C/C=C2\N(CCCCS(=O)(=O)O)c3ccc4ccccc4c3C2(C)C)=[N+](CCCCS(=O)(=O)[O-])c2ccc3ccccc3c21	65.5*	-4.0	-0.3
Cc1ccc(-c2csc(NC(=O)Cn3cnc4c3c(=O)n(C)c(=O)n4C)n2)cc1C	-1.4	24.7	-0.3
CCCP(=O)(CC(=O)N(CC)CC)c1ccccc1 (stereo unspecified)	-11.9	-0.9	-2.7
COC(=O)c1c(C)nc2ccccc2c1-c1ccccc1	-10.9	0.5	-3.6
Cc1nn(Cc2ccc([N+](=O)[O-])cc2)c(=O)n1N(C)c1ncc(C(F)(F)F)cc1Cl	-11.6	-2.3	-1.2
Cc1ccsc1C1NC(=O)c2c(sc3c2CCCC3)N1 (stereo unspecified)	-3.2	49.9*	-31.4
Cc1snc(SCC(=O)N/N=C(\N)COc2cccc(C(F)(F)F)c2)c1C#N	3.9	-3.8	2.1
COc1ccc2ccccc2c1/C=N\n1c(C)cc(C)c(C(N)=O)c1=O	0.4	-6.5	3.6
Nc1c(C(=O)NCc2ccco2)c2nc3ccccc3nc2n1CCc1ccc(F)cc1	-7.5	-6.0	-1.7
Cc1ccc(OC(=O)Cn2c(C(F)(F)F)nc3ccccc32)cc1	-2.5	8.2	-2.8
CCOC(=O)C1CCN(c2c([N+](=O)[O-])c(C(Cl)Cl)nn2-c2ccccc2)CC1	7.9	11.5	4.1
Cc1cc(NC(=O)CCS(=O)(=O)c2ccc3c(c2)NC(=O)C(C)S3)ccc1Br (stereo unspecified)	1.1	-4.9	-1.0
O=C(COc1ncnc2ccccc12)N1CCOCC1	-27.1	-5.7	-29.6
O=C1CCC(C(=O)NC2(C(=O)NC3CCCCC3)CCCCC2)N1 (stereo unspecified)	0.3	4.5	-6.5
Cc1ccc(NC(=O)C2CCCN(S(=O)(=O)c3c(C)noc3C)C2)c(C)c1 (stereo unspecified)	1.0	7.3	4.1
COc1ccc(C2CC(=O)c3cnc(Nc4cc(C)cc(C)c4)nc3C2)cc1 (stereo unspecified)	2.4	12.6	-3.0
O=C(CN(C1CCCCC1)S(=O)(=O)c1ccccc1)NCc1ccco1	4.2	1.7	-2.6
Cc1cccc(OCCn2c(-c3ccco3)nc3ccccc32)c1	4.8	17.9	-3.4
CC(=O)C1=C(C)Nc2ncnn2C1c1ccccc1OCc1ccccc1 (stereo unspecified)	1.2	0.4	8.5
COc1ccc(CCC(=O)NC2=NCCS2)cc1OC	3.9	-1.5	-7.3
CC(C)(C)NC(=O)CN(Cc1cccs1)C(=O)C1COc2ccccc2O1 (stereo unspecified)	-16.2	-1.3	-2.3
Cn1c(=O)c2c(nc(CN3CCN(C(=O)c4ccco4)CC3)n2Cc2cccc(Cl)c2)n(C)c1=O	-1.5	3.3	-7.5
O=C(Nc1cccn2ncnc12)C(Cl)Cl	23.1	-4.2	14.8
O=C(NCc1ccco1)c1ccccc1Nc1ccc(F)cc1	-2.0	9.1	-4.9
COc1ccc(Cl)cc1NC(=S)NCc1ccco1	-33.1	-5.9	2.9
Cc1nc2ccc(NC(=O)N3CCOCC3)cc2s1	-16.3	10.4	7.5
CCOc1ccc(-c2nc(CSCC(=O)NC3CC3)c(C)o2)cc1	-8.5	-84.8	-2.9
Cc1cc(NC(NC(=O)c2ccco2)(C(F)(F)F)C(F)(F)F)no1	2.3	-7.7	2.6
COc1ccc(OC)c2[nH]c(=O)c(CCNC(=O)CC(C)C)cc12	-2.4	-1.9	-10.9
COc1cc(-c2nnc(SCc3ccccc3Cl)o2)cc(OC)c1OC	-8.8	26.3	3.5
CCOc1ccc(-c2noc(CCC(N)=O)n2)cc1OCC	-1.6	2.3	-4.6
Cc1noc(NS(=O)(=O)c2ccc(N/C=C\C(=O)c3ccc4c(c3)OCO4)cc2)c1C	7.9	8.1	-21.0
COC(=O)c1cccc(S(=O)(=O)N2CCC(NC(=O)Nc3cccc(F)c3)CC2)c1	-1.4	-0.4	4.2
O=C(Nc1ccc(S(=O)(=O)N2CCCCCC2)cc1)c1ccco1	-0.6	33.4	-7.3
O=C(Nc1ccc(N2CCOCC2)cc1)c1ccc(Cl)nc1	-1.9	3.7	4.3
CCOC(=O)CC(=O)Nc1nnc(CC(C)C)s1	-1.3	0.2	-0.5
CC1(C)N=C(N)N=C(N)N1c1ccc(F)cc1F	-3.1	-8.8	-2.5
Cc1cc(C(C)(C)C)cc(S(=O)(=O)NCCO)c1C	-2.5	-3.8	-0.7
COc1cccc(N2C(=O)CC(c3c[nH]c4ccccc34)C2=O)c1 (stereo unspecified)	-10.3	-0.8	2.6
O=C(Nc1cccn(Cc2ccc(F)cc2)c1=O)NC1CCCCC1	1.6	-5.1	9.4
COc1ccc(C2CC(=O)C(C=NCCCN3CCOCC3)=C(O)C2)cc1 (stereo unspecified)	-12.0	-9.4	-1.9
O=C(CN1CCOCCOCCOCC1)Nc1ccccc1	-9.0	9.2	12.8
CC1(C(=O)O)CCC(C(=O)Nc2ccccc2O)C1(C)C (stereo unspecified)	31.2	1.0	-13.4
Cc1ccc(C(=O)Nc2ccc3c(c2)OCO3)cc1S(=O)(=O)N1CCCCC1	38.2	57.0*	0.5

The list goes on.
Structure	ARNT-TACC3 inh	esBAF inh	RAD54 inh
CC/C(=C1/C(=O)CC(C)(C)C(C(=O)OC)C1=O)N1CCCC1 (stereo unspecified)	-6.0	-14.2	-1.6
Cc1nnc(-c2cccc(Br)c2)c2cn(-c3ccccc3)nc12	-4.1	7.8	-1.4
C#CCOCCOCCOCCNc1nc(N2CCN(C(=O)CCCCCCCCCCNC(=O)[C@@H](CCC(=O)O)n3cc(CCCCCN)nn3)CC2)nc(N2CCN(C(=O)CCCCCCCCCCNC(=O)[C@H](CO)n3cc(CCCCCN)nn3)CC2)n1	6.6	4.2	21.4
CCC1=C(OC(=O)c2ccccc2)C(C)(C)C(c2ccccc2)OC1=O (stereo unspecified)	-7.3	6.7	-2.1
Cc1cccc2cc(CN(CC3CCCO3)C(=O)c3ccco3)c(=O)[nH]c12 (stereo unspecified)	-3.7	-14.7	7.8
COc1ccccc1C(=O)N/C(=C/c1ccc(Br)cc1)C(=O)NCCO	24.2	2.4	4.1
C=CCn1c(-c2ccc(OC)cc2)csc1=Nc1c(C)n(C)n(-c2ccccc2)c1=O	14.9	4.4	8.9
Cn1c(C(=O)O)c(CC(=O)Nc2ccc3c(c2)OCCO3)c2ccccc21	4.8	-50.8	5.1
Cc1ccc(Cl)cc1NC(=O)CC(O)(C(F)(F)F)C(F)(F)F	-5.8	-8.1	-1.2
Cc1nn2c(nc1=O)SCC(c1ccccc1)=N2	24.3	9.8	2.7
CCOC(=O)c1[nH]nc(-c2c(O)cc(C)cc2O)c1-c1csc(C)n1	19.2	0.7	4.5
CC[C@@H]1CC=C[C@H]2[C@H]1C(=O)N(Cc1ccccc1)[C@H]2c1ccoc1	0.5	2.6	-5.4
Cc1ccc(/C=N\NC(=O)c2csnn2)cc1	25.8	6.2	7.2
O=C(c1cnc(N2CCN(c3ncccn3)CC2)c2ccccc12)N1CCN(c2ccccn2)CC1	9.0	14.8	1.7
c1ccc(C2COC(c3cccs3)=N2)cc1 (stereo unspecified)	0.9	6.5	8.8
CS(=O)(=O)N(Cc1ccc(C(=O)NCCSCc2ccco2)cc1)c1ccccc1	0.7	16.0	4.2
CC1=C(/C=C/C(=O)O)C(C)(C)CCC1	-10.9	-6.1	-25.3
CC1(C)C(=O)OC(c2ccco2)C(C)(C)C1=O (stereo unspecified)	-4.6	-2.5	5.8
COc1ccc2cc3cc(C(=O)NCCCN4CCC(C)CC4)oc3nc2c1	1.8	9.3	58.3*
O=S(=O)(c1ccc(N2CC=C(c3ccccc3)CC2)nc1)N1CCCC1	-16.9	3.9	-3.0
Cc1sc2nc(SCC(=O)C(C)(C)C)n(Cc3ccco3)c(=O)c2c1C	-12.8	-8.6	-6.3
COc1ccc(C(=O)N2CCCN(C)CC2)cc1S(=O)(=O)N1CCCc2ccccc21	-0.7	0.1	0.5
O=C(OCC(=O)N1CCCc2ccccc21)C1CCN(S(=O)(=O)c2cccs2)CC1	-15.9	-8.5	-2.8
C/C=C/C(=O)Nc1nnc(C(C)C)s1	1.2	-4.5	-10.9
COC(=O)c1ccc(Nc2cc(C)nc3ncnn23)cc1	12.4	1.6	-13.0
Cc1cccc2cc(COC(=O)C3CCCCC3)c(=O)[nH]c12	-26.8	-2.0	-2.6
Cc1ccc(C(O)P(=O)(OC2CCCCC2)OC2CCCCC2)cc1 (stereo unspecified)	-5.5	-1.0	0.2
O=C(Nn1cnnc1)c1cc2c(s1)CCCCC2	2.6	-8.7	-14.0
CCN(CC)S(=O)(=O)c1ccc(-c2nnc(SCC(=O)Nc3ccc(OC)c(OC)c3)o2)cc1	-5.4	-0.7	-1.9
Cc1cc(/C=N/n2cnnc2)c(C)n1-c1cccc(Cl)c1	4.4	0.6	-0.5
O=C(Cc1ccc(Br)cc1)N1CCN(c2ccc(F)cc2)CC1	-0.3	3.8	1.3
CC(C)Oc1ccc(C2CC(=O)N(c3ccc(N(C)C)cc3)C2=O)cc1 (stereo unspecified)	-1.3	-2.3	2.5
CC(C)c1cc(=O)oc2c3c4c(cc12)CCCN4CCC3	-10.0	3.5	-3.0
O=C(O)c1[nH]c2ccccc2c1CC(=O)N1CCOCC1	-10.5	-1.6	-1.6
C=CCn1c(-c2ccc(OC)c(OC)c2)cs/c1=N\c1ccccn1	18.9	12.8	-10.0
Cc1cc(Cl)c(S(=O)(=O)N2CCN(c3ccc(F)cc3)CC2)cc1OCC(=O)NC1CCCCC1	-3.8	-9.3	-1.2
COc1ccc(N2C(=O)CC(NC34CC5CC(CC(C5)C3)C4)C2=O)c(OC)c1 (stereo unspecified)	2.3	-7.2	6.5
N#Cc1ccccc1OCC(=O)Nc1c(C(=O)C2CC2)oc2ccccc12	2.8	-1.2	-0.8
N#Cc1cnn(-c2ccccc2)c1N	-9.5	0.7	10.6
COCCNC(=S)N/N=C/c1ccccc1C(=O)O	16.2	-6.0	8.6
O=C1CCC(C(=O)NCc2cccnc2)N1 (stereo unspecified)	2.1	-8.1	-7.7
COCCN(C(=O)COc1ccccc1)c1nnc(-c2cccnc2)s1	-1.6	9.9	-9.7
O=[N+]([O-])c1ccc(N/N=C/c2c[nH]c3ccccc23)cc1	4.0	34.2	1.9
O=S(=O)(c1cccc(S(=O)(=O)N2CCC(Cc3ccccc3)CC2)c1)N1CCOCC1	7.5	19.9	7.6
Cc1cccc(OCCCC(=O)Nc2nccs2)c1	-2.7	-1.6	-11.2
Cc1ccccc1C(=O)Nc1cccc(N)c1	8.9	24.7	6.3

In the list so far, these have a thiophene ring, fused or not.
Structure	ARNT-TACC3 inh	esBAF inh	RAD54 inh
Cc1ccsc1C1NC(=O)c2c(sc3c2CCCC3)N1 (stereo unspecified)	-3.2	49.9*	-31.4
CC(C)(C)NC(=O)CN(Cc1cccs1)C(=O)C1COc2ccccc2O1 (stereo unspecified)	-16.2	-1.3	-2.3
c1ccc(C2COC(c3cccs3)=N2)cc1 (stereo unspecified)	0.9	6.5	8.8
Cc1sc2nc(SCC(=O)C(C)(C)C)n(Cc3ccco3)c(=O)c2c1C	-12.8	-8.6	-6.3
O=C(OCC(=O)N1CCCc2ccccc21)C1CCN(S(=O)(=O)c2cccs2)CC1	-15.9	-8.5	-2.8
O=C(Nn1cnnc1)c1cc2c(s1)CCCCC2	2.6	-8.7	-14.0

Compound activity: PubChem, Broad Institute

An excerpt; the hit share may differ from the screen's.
